MOR-DOR inv ag: inverse agonists of human mu-delta opioid receptor heterodimerization; P35372+P41143; cell-based MOR-DOR heterodimer luminescence, inverse agonism; inhibition, % at 9.3 µM; 0.21% of 340,000 active; AID 504357; in the data active = inhibition above about 22%, passing the limit was not always enough;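 also: 0% = cells with DMSO and 100% = wells without cells with DMSO; values of inactives mirror those of a sister screen read the other way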
Target sequence (P35372 whole entry, looked up): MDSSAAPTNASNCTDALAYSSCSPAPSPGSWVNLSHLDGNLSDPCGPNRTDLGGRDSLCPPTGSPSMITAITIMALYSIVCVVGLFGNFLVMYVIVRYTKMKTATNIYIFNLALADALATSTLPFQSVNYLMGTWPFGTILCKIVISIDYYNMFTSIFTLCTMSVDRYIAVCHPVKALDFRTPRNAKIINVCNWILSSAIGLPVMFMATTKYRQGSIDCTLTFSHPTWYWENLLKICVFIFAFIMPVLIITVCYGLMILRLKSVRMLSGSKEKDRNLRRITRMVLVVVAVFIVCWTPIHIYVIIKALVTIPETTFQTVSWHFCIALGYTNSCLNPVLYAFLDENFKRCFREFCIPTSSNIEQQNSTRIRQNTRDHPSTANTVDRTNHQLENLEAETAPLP
Target sequence (P41143 whole entry, looked up): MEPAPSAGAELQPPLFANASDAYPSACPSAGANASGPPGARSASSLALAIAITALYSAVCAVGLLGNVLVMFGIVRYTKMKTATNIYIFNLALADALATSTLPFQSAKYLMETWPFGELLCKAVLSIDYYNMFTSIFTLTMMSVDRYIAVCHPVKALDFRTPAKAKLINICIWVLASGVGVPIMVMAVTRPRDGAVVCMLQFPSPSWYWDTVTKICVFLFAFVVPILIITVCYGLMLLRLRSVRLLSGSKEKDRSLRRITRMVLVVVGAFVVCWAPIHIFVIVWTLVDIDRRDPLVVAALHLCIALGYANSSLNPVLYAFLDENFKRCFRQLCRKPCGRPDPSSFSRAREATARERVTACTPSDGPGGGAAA
PKA-R1A activ: PKA-R1A complex activation. P00514+P68181. 0.083% of 340,000 active. activation, % at 11.4 µM. PKA-R1A dissociation, Cy5-IP20 fluorescence polarization; scaled: DMSO 0%, 113 µM cGMP 100%. AID 504707;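 active = percent activation above the mean of all tested compounds plus 3 SD, cut at about 19% in these data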;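 also: higher means more PKAc released from R1A so a rise in polarization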
PfHsp90 yeast 2: inhibits growth of yeast expressing Plasmodium falciparum Hsp90; S. cerevisiae expressing PfHsp90, BacTiter-Glo ATP, 48 h; yeast lacking PDR1 and PDR3 efflux regulators; 0.32% of 310,000 active; AID 504621; inhibition, % at 9.4 µM;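 active = every replicate shows inhibition above about 80%, whatever the replicate mean, limit read from the data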;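 also: 0% = DMSO neutral controls and 100% = 20 µM radicicol positive controls; yeast relying on Plasmodium falciparum Hsp90 in place of its own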
SUMO Mot1 rescue: inhibitors of SUMOylation pathway: yeast Mot1-301 growth rescue; 1% of 320,000 active; AID 2716; S. cerevisiae Mot1-301 growth rescue, ATP luminescence, 38.5C; percent above DMSO median, 100 means doubled; growth rescue, % at 18.8 µM;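 active = every valid replicate shows activation above 250% relative to neutral control wells; inactive = the rest, any valid replicate at or below 250%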;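 also: OY570 slx delta 5 strain wells were the positive control but not used for scaling; some compounds called inactive have numbers as strong as hits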
AddAB inh: less growth of phage-infected E. coli with AddAB. E. coli expressing H. pylori AddAB, absorbance growth. inhibition, % at 11.9 µM. 0.29% of 330,000 active. AID 435030; in the data active = inhibition above about 12%;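 also: 0% = vehicle wells of infected cells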
Tat transport: blocks Tat-dependent protein export in E. coli | E. coli MC4100 TorA-mCherry Tat export, fluorescence | inhibition, % at 10 µM | 0.036% of 340,000 active | AID 488895;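 active = mean replicate inhibition at least 50% and at least half of replicates individually reaching 50%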;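 also: exported cargo escapes ClpAP degradation while cytoplasmic cargo is degraded and loses fluorescence; 0% = median of neutral control wells and 100% = median of NaSCN control wells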
E coli growth: reduces bacterial viability in AddAB counter-screen; E. coli V3065 growth, OD600 absorbance, 18 h; inhibition, % at 11.9 µM; 0.27% of 330,000 active;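 active = inhibition above the campaign's mean inhibition across all tested compounds plus 3 SD, cut at about 9.9% in these data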;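 also: uninfected addAB+ strain grown without phage in ampicillin broth; 0% = DMSO wells and 100% = ciprofloxacin 0.95 µg/ml wells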
MOR-DOR ag: agonists of human mu-delta opioid receptor heterodimerization; P35372+P41143; AID 504326; activation, % at 9.3 µM; cells, OPRM1-OPRD1 heterodimerization, luminescence; 0.3% of 340,000 active; in the data active = activation above about 18%;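 also: 0% = vehicle-treated cells and 100% = reference agonist; values of inactives mirror those of a sister screen read the other way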
phage Ecoli inh: E. coli growth loss with phage present; growth absorbance; inhibition, % at 11.9 µM; 0.26% of 360,000 active; AID 651602; in the data active = inhibition above about 11%
DSG3 Ab inh: human desmoglein-3 autoantibody binding inhibition | 0.48% of 310,000 active | DSG3-coupled beads, scFv-anti-DSG3-GFP binding, flow cytometry; hits give low values | P32926 | AID 588358 | binding (percent of control), % at 10 µM;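 active = binding more than 3 SD below its plate's average and above zero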;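 also: hits lower antibody fragment binding to DSG3; some compounds called inactive have numbers as strong as hits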
Arrestin-AP2 inh: human beta-arrestin and AP2 interaction inhibition | FITC-arrestin peptide / GST-AP2 beads, flow cytometry; AP2 beta2 appendage carries R879A mutation | inhibition, % at 10 µM | 0.31% of 340,000 active;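 active = inhibition above a set limit, near 3 SD of compounds lacking own fluorescence, cut at about 54% in these data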;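 also: plate controls were DMSO wells for no effect and 5 µM unlabelled arrestin peptide for full effect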
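System: GST-AP2 R879A glutathione beads | Also added: FITC-arrestin peptide, 50 nM | Times: 12 min plus 1 h, RT | Signal: Bead flow cytometry, FITC channel | Buffer or medium: PBS with 0.05% Tween 20 and 0.1% BSA | Read-out basis: Percent drop in bead-associated FITC signal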
An asterisk follows results filed as active; / = no result given. Only part of the results is shown; the hit share may differ from the screen's.

SMILES	MOR-DOR inv ag	PKA-R1A activ	PfHsp90 yeast 2	SUMO Mot1 rescue	AddAB inh	Tat transport	E coli growth	MOR-DOR ag	phage Ecoli inh	DSG3 Ab inh	Arrestin-AP2 inh
COc1ccc(CN(CCc2c[nH]c3ccccc23)Cc2ccc(OC)cc2)cc1	-23	7	32	/	/	9	/	4.8	-0.6	/	-2
CCCCN1C(=O)NC(=O)C2(Cc3c(nc4ccccn4c3=O)N3CCc4ccccc4C32)C1=O (stereo unspecified)	-3	-8	-8	-13	3.4	6	-1.6	0.6	3.9	/	-2
O=C(Nc1ccc(Br)cc1)c1nn(C23CC4CC(CC(C4)C2)C3)cc1Br	-1	6	-9	-6	6.1	-3	1.3	0.1	0.3	101	-2
COC(=O)c1ccccc1OP1(=O)COc2ccccc2OC1	-4	4	/	-2	0.7	-5	1.8	0.9	2.0	87	6
CCOc1ccc(-c2cc(C)[n+](CCO)c(-c3ccc(OCC)cc3)c2)cc1	10	-7	-3	/	0.0	-9	0.4	-2.0	0.7	111	-28
CCN(CC)CCN/N=C(\C)c1c(O)[nH]c(=O)[nH]c1=O	/	/	/	-21	-0.1	/	0.2	/	1.6	103	-1
CCOC(=O)C1C(=O)NC23CCCC2C1c1ccccc1O3 (stereo unspecified)	10	-8	/	-1	-0.8	-2	-1.0	-1.7	1.4	107	2
COCCNC(=O)N1[C@H]2CC[C@@H]1C(C(=O)OC)=C(c1ccc(OC(F)(F)F)cc1)C2	8	-4	4	32	0.6	0	1.8	-1.7	1.3	97	22
CCOC(=O)c1c(-c2ccccc2)oc2ccc(OC(=O)N(C)C)cc12	-9	-1	/	-4	4.2	4	-0.9	1.8	4.2	99	6
c1cc2c(cc1[C@H]1OC[C@H]3[C@@H]1CO[C@@H]3c1ccc3c(c1)OCO3)OCO2	13	-4	-2	1	-2.4	-9	-2.7	-2.4	4.2	104	21

Compound profiles, from the list above. Screens in order: MOR-DOR inv ag | PKA-R1A activ | PfHsp90 yeast 2 | SUMO Mot1 rescue | AddAB inh | Tat transport | E coli growth | MOR-DOR ag | phage Ecoli inh | DSG3 Ab inh | Arrestin-AP2 inh
`CCCCN1C(=O)NC(=O)C2(Cc3c(nc4ccccn4c3=O)N3CCc4ccccc4C32)C1=O` (stereo unspecified) is listed as -3 | -8 | -8 | -13 | 3.4 | 6 | -1.6 | 0.6 | 3.9 | / | -2
`COC(=O)c1ccccc1OP1(=O)COc2ccccc2OC1` is listed as -4 | 4 | / | -2 | 0.7 | -5 | 1.8 | 0.9 | 2.0 | 87 | 6
`COCCNC(=O)N1[C@H]2CC[C@@H]1C(C(=O)OC)=C(c1ccc(OC(F)(F)F)cc1)C2` is listed as 8 | -4 | 4 | 32 | 0.6 | 0 | 1.8 | -1.7 | 1.3 | 97 | 22
`CCOc1ccc(-c2cc(C)[n+](CCO)c(-c3ccc(OCC)cc3)c2)cc1` is listed as 10 | -7 | -3 | / | 0.0 | -9 | 0.4 | -2.0 | 0.7 | 111 | -28

The list continues:
SMILES	MOR-DOR inv ag	PKA-R1A activ	PfHsp90 yeast 2	SUMO Mot1 rescue	AddAB inh	Tat transport	E coli growth	MOR-DOR ag	phage Ecoli inh	DSG3 Ab inh	Arrestin-AP2 inh
CCOP(=O)(Nc1ccc2c(c1)C(=NNC(N)=S)c1ccccc1-2)OCC	16	1	15	/	/	3	/	-3.4	2.7	/	8
CCOC(=O)c1c(NC(=O)c2c(N)n(CCCOC)c3nc4ccccc4nc23)sc2c1CCCC2	9	-3	-1	9	1.3	-1	-0.4	-1.6	0.9	99	3
c1ccc(CNC2CCCCCCC2)cc1 (tested in a mixture with another compound)	13	-2	9	/	/	15	/	-2.9	4.7	104	-10
CCN(CC)c1ccc(/C=C2\C(=O)NC(=S)N(c3ccc(OC)cc3OC)C2=O)o1	25	-10	-4	15	1.8	3	0.8	-4.9	/	103	-10
Cc1ccsc1-c1nc(CSCC(=O)N2CCC3(CC2)OCCO3)c(C)o1	8	5	-41	-12	1.6	0	-2.3	-1.5	0.1	113	-2
CC(C)c1cccc(C(C)C)c1O	8	-4	2	4	-1.1	8	-1.8	-1.4	3.8	107	0
O=C(Nc1ccc(OC(=O)N2CCCC2)cc1)N1CCOCC1	8	-11	/	14	0.2	15	1.5	-1.6	3.8	100	3
COc1ccccc1CN1CCN(C(=O)COc2cccc(C)c2)CC1	10	-4	3	-5	2.4	2	0.5	-2.2	-2.5	102	-8
COP(=S)(OC)Oc1ccc(SC)c(C)c1	14	-10	-12	/	/	-6	/	-2.9	3.8	120	3
COc1ccc(CCNC(=O)c2c(N)n(CCN3CCOCC3)c3nc4ccccc4nc23)cc1OC	9	5	-10	2	0.6	-3	-2.0	-1.5	2.9	96	0
COc1cccc(C2(O)CCN(CC(=O)Nc3nc(C)cs3)CC2)c1	1	-13	-18	7	0.4	0	-3.0	-0.2	3.8	105	-1
O=C(O)c1cc(Oc2ccc(C(F)(F)F)cc2Cl)ccc1[N+](=O)[O-]	7	5	29	514*	-1.4	-2	3.0	-1.3	4.1	109	-1
CC1=C(N2CC2)C(=O)C(CO)=C(N2CC2)C1=O	42*	-5	-136	/	/	-10	/	-9.7	10	91	0
COC(=O)C1=C(c2cccc(C#N)c2)C[C@@H]2CC[C@H]1N2C(=O)NCc1cccc2ccccc12	11	1	0	-8	-1.3	-2	-0.4	-2.0	1.3	98	-5
CCOC(=O)/C(CCCN(CC)CC)=N\O	13	1	-6	-10	1.6	-3	-2.6	-2.7	0.3	95	-5
COc1cc(Cn2c(N)c(C(=O)NCc3ccco3)c3nc4ccccc4nc32)cc(OC)c1OC	1	-3	20	-3	-1.2	7	-1.4	-0.2	2.3	96	9
CCOc1ccc(-c2c(C)n(-c3ccc(OCC)cc3)c3[n+]2CCCCC3)cc1	2	-5	-15	13	0.2	-1	-2.6	-0.4	-0.9	/	-1
C=Cn1c(P(=S)(N2CCOCC2)N2CCOCC2)cc2c1CCCC2	8	4	-19	-22	-1.1	-2	0.2	-1.5	-0.2	102	19
CNC(=O)OCCc1n(C)cc[n+]1C	10	6	30	-4	2.8	3	1.2	-1.9	1.7	92	18
CCCCc1nc2ccccc2c(=O)n1-c1ccccc1[N+](=O)[O-]	6	-7	-1	-25	-2.4	-1	3.4	-1.1	3.4	108	-9
ClC(Cl)=C(c1ccc(Cl)cc1)c1ccc(Cl)cc1	1	13	-6	-4	-0.9	0	0.1	-0.1	0.4	/	-3
CNC(=O)Oc1cccc2c1OC(C)(C)O2	16	-3	-13	/	/	-2	/	-3.4	1.3	122	30
COc1ccc(C2=NCC(=S)Nc3ccc(Cl)cc32)cc1OC	12	1	-10	21	0.1	2	-0.5	-2.3	3.5	97	-1
c1ccc(Nc2ccc(Nc3ccccc3)cc2)cc1	-62	-10	3	151	2.2	-5	1.4	12	5.0	100	29
COc1ccccc1C1=NCc2nnc(CSC)n2-c2ccc(Cl)cc21	17	1	5	-17	3.8	-7	-2.5	-3.3	0.5	113	12
O=C(CN1CC=C(c2ccccc2)CC1)Nc1c(Cl)cccc1Cl	4	-9	-10	-19	1.9	0	-1.6	-0.8	2.7	109	-1
Cc1ccc(CCN2CC(C(=O)N3CCC4(CC3)OCCO4)CC2=O)cc1 (stereo unspecified)	23	0	-12	-15	0.6	2	4.0	-4.1	-0.3	102	3
C=C1C(=O)O[C@@H]2C[C@@H](C)[C@@H]3C=CC(=O)[C@@]3(C)[C@@H](OC(=O)CC(=O)O[C@H]3[C@@H]4C(=C)C(=O)O[C@@H]4C[C@@H](C)[C@@H]4C=CC(=O)[C@]43C)[C@H]12	46*	9	6	-4	3.4	-5	0.6	-8.2	-0.1	113	-1
COc1cc2nc(N3CCN(C(=O)[C@@H]4CCCO4)CC3)nc(N)c2cc1OC	1	-9	-4	-8	-0.1	-6	2.2	-0.2	3.6	/	1
O=C1NC(=O)C2(Cc3c(nc4ccccn4c3=O)N3CCCCCC32)C(=O)N1Cc1ccccc1 (stereo unspecified)	3	8	-5	-20	1.6	6	-2.2	-0.7	0.9	/	21
O=C(CN1CCN(CCO)CC1)Nc1ccc(Cl)cc1C(=O)c1ccccc1	10	-12	5	1	2.1	-3	2.2	-1.9	1.2	105	13
N#Cc1ccccc1OCC(=O)N1CCN(CC(=O)Nc2ccc(F)cc2)CC1	5	3	/	/	/	-7	/	-0.9	-0.2	104	-6
CC(=O)C1C(N2CC2)CC2C3CC=C4CC(O)CCC4(C)C3CCC21C (stereo unspecified)	4	2	/	/	/	0	/	-0.7	1.9	93	30
CC(=O)CC(C)(C)n1c[n+](C)nn1	-7	-6	6	-8	0.6	-8	-1.2	1.1	2.4	101	-4
CCn1c(O)c(/C=N/NC(=O)c2ccncc2)c(=O)[nH]c1=S	6	-1	20	254	1.7	1	-0.2	-0.8	1.3	103	-7
CCN1C[C@]2(CO)CC[C@H](OC)[C@@]34C5C[C@H]6[C@H](OC)C5[C@](O)(C[C@H]6OC)[C@@H](C(OC)C23)[C@@H]14 (stereo partly specified)	-4	-2	17	-12	1.2	-8	-0.2	0.8	3.1	106	-3
CC1(CCl)CN1S(=O)(=O)c1ccccc1 (stereo unspecified)	0	-4	-1	10	1.4	7	-2.1	0.0	1.1	100	9
CCS(=O)(=O)NC(C)c1nnc2n1-c1ccc(Br)cc1C(c1ccccc1Cl)=NC2 (stereo unspecified)	/	/	/	-9	1.9	/	0.2	/	2.8	117	10
CCOP(=O)(OCC)C(NC(=O)c1ccc(Cl)cc1)=C(Cl)Cl	11	2	5	4	0.8	-1	0.6	-1.9	0.9	107	13
Cc1ccc(C(=O)c2cc(Br)ccc2N)cc1	-12	-9	1	59	1.6	-2	0.1	2.5	2.4	102	-7
CCCCN1C(=O)C(C2c3ccccc3C(=O)N2Cc2ccccc2)C(=O)NC1=S (stereo unspecified)	-5	3	/	4	3.3	0	2.3	1.1	1.3	103	-1
CC(=Nc1ccccc1N)c1c(O)n(C)c(=O)[nH]c1=O	-2	2	18	-10	2.5	1	1.3	0.4	4.3	105	34
C/C(=N\N1CCCCCC1)c1c(O)n(C2CCCCC2)c(=O)[nH]c1=O	-28	7	-2	-32	2.8	-10	0.0	5.4	0.2	99	-18
CC1CCCC(NC(=O)CNC(=S)N2CC3CC(C2)c2cccc(=O)n2C3)C1C (stereo unspecified)	5	-4	6	27	2.0	-7	-0.5	-0.9	1.8	102	0
O=C(CN1C2CCC1CC(O)(c1cccnc1)C2)Nc1ccc2c(c1)OCO2 (stereo unspecified)	1	3	-7	5	2.9	1	-0.7	-0.2	2.5	97	14
Cc1ccc2c(c1)C(c1ccccc1)=NCC(=O)N2C	8	-3	8	-10	-3.0	5	-1.1	-1.6	2.2	109	28
Cc1nccn1Cc1ccc(Cl)nc1	14	-4	-4	-8	0.9	1	-3.3	-3.0	2.3	/	-13
